mHTT-CaM PPI inh: mutant huntingtin-calmodulin interaction inhibitors – biochemical, AlphaScreen, primary screen | P42858 | AlphaScreen His-mHTT/GST-CaM binding, luminescence | inhibition, % at 15 µM | 190,000 tested, 3.6% active | AID 1671202, 2021;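 note: 0% = both proteins with DMSO and 100% = one protein alone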
Pf apPOL inh: Pf-apPOL inhibitors, biochemical, fluorescence; inhibition, % at 10 µM; 210,000 tested, 0.25% active; Plasmodium falciparum apicoplast DNA polymerase (apPOL); Recombinant Pf-apPOL, molecular beacon fluorescence, 1.5 h
An asterisk follows results filed as active; . = no result given; & = joins results of further samples. Cut-off read from the data, not from the text of the source: active = inhibition above about 50%; inactive = the rest. The list is partial; rates above refer to the full screens.

Values in the order: mHTT-CaM PPI inh	Pf apPOL inh
Cc1ccc(CNC(=O)C2(C)CCCN(C(=O)Nc3cccc(C)c3C)C2)cc1 (centres undefined)
    -9	0
O=C(CN1CCN(C(=O)Nc2ccc(Br)cc2)CC1=O)NCC1CCCO1 (centres undefined)
    -8	-5
COc1cccc(N(CC(=O)Nc2ccc(C)c(Cl)c2)S(C)(=O)=O)c1
    -3	-1
O=C1CSC2=NC3=C(CCc4ccccc43)C(c3cccs3)N12 (centres undefined)
    .	47
CC(C)c1nc2c(c(=O)n1CC(=O)N(C)c1ccccc1)CN(Cc1ccccc1)CC2
    7	-4
COc1ccc(Cc2nc3c4cnn(-c5ccccc5)c4ncn3n2)cc1OC
    5	-21
Cc1ccc(C(=O)NCCNc2ccc([N+](=O)[O-])cc2Cl)cc1
    6	0
COc1ccc(CCNC(=O)c2cc3c(=O)n(C)c(=O)n(C)c3s2)cc1OC
    -15	-7
CCn1cc(Cl)c(C(=O)NC2=NCCS2)n1
    -4	.
O=C1C(N2CCCN(S(=O)(=O)c3ccc4c(c3)OCCO4)CC2)CCN1CC1CC1 (centres undefined)
    12	-5
Clc1ccccc1C1CC(c2ccco2)=Nc2ccccc2S1 (centres undefined)
    51*	-2
COc1ccc(C(=O)Oc2ccc3c(c2)OC(=Cc2ccc(OC)c(OC)c2OC)C3=O)cc1OC
    -1	-3
CCn1ccc2oc(C)c(C(=O)N3CCN(c4cccc(C)c4C)CC3)c2c1=O
    66*	-4
CC(C)N1Cc2cc(C(=O)NCc3ccc(F)cc3Cl)sc2C1
    -15	-4
CCOC(=O)c1ccccc1NC(=O)CN1CC(c2nc(-c3cccs3)no2)C1
    -11	-3
O=C(Nc1c(F)cccc1F)N1CCc2[nH]cnc2C1c1ccccc1 (centres undefined)
    2	-8
CCCS(=O)(=O)c1cnc(C)nc1N
    .	-3
COCC(=O)N1CCN(c2cc(Cl)ccc2OC)C(=O)C1C (centres undefined)
    -12	-1
O=C(c1ccccc1)N1CCCC(c2nc(-c3ccccc3)n[nH]2)C1 (centres undefined)
    1	8
COc1cccc(-c2cc(=O)c3cc(NC(=O)c4cccnc4)ccc3[nH]2)c1
    1	-3
Brc1ccc(C2=CC(c3cccs3)n3ncnc3N2)cc1 (centres undefined)
    4	0
CCN1c2ccccc2C(=O)NC12CCN(C(=O)c1cc(OC)cc(OC)c1)CC2
    11	-4
COc1ccc(-c2cc(C(F)(F)F)n3nc(C(=O)N4CCCCCC4)cc3n2)cc1OC
    -2	2
O=S(=O)(Cc1ccccc1)c1nc2ccccc2[nH]1
    3&0	5&2
Cc1cccc(C(=O)N2CCN(c3nc(CN4CCOCC4)cs3)CC2)c1
    0	5
Cc1cccc(N(CC(=O)NCC2CCCO2)S(C)(=O)=O)c1C (centres undefined)
    0	2
CCN(C(=O)c1cc2cc3ccc(OC)cc3nc2s1)c1cc(OC)ccc1OC
    45	-2
COc1ccc(-n2nc(C(=O)NCC(=O)N3CCCC(C)C3)c3ccccc3c2=O)cc1OC (centres undefined)
    19	-5
O=C(Nc1ccc(Cl)c(Cl)c1)c1cc(S(=O)(=O)N2CCCCCC2)ccc1F
    5	-5
CCC(CC)C(=O)Nc1ccccc1Cl
    -9	-7

Random excerpt: six compounds from above.
Values in the order: mHTT-CaM PPI inh	Pf apPOL inh
COc1cccc(N(CC(=O)Nc2ccc(C)c(Cl)c2)S(C)(=O)=O)c1
    -3	-1
Cc1cccc(N(CC(=O)NCC2CCCO2)S(C)(=O)=O)c1C (centres undefined)
    0	2
CCC(CC)C(=O)Nc1ccccc1Cl
    -9	-7
O=C(c1ccccc1)N1CCCC(c2nc(-c3ccccc3)n[nH]2)C1 (centres undefined)
    1	8
O=C(CN1CCN(C(=O)Nc2ccc(Br)cc2)CC1=O)NCC1CCCO1 (centres undefined)
    -8	-5
COc1ccc(-n2nc(C(=O)NCC(=O)N3CCCC(C)C3)c3ccccc3c2=O)cc1OC (centres undefined)
    19	-5

More results follow:
Values in the order: mHTT-CaM PPI inh	Pf apPOL inh
CC(C)CSc1ncnc2c1sc1nc(N3CCOCC3)c3c(c12)CC(C)(C)OC3
    -5	-7
Cc1cccc(NS(=O)(=O)c2ccc3nc(-c4ccccc4)[nH]c3c2)c1
    -4	-10
O=C(Cc1ccccc1)N1N=C(c2ccccc2)CC1c1ccccc1 (centres undefined)
    -6	-6
O=C(NCc1ccccn1)C1CCc2nc(N3CCN(C(=O)C4CCC4)CC3)sc2C1 (centres undefined)
    13	-2
COc1ccc(C(=O)Nc2cc([N+](=O)[O-])cc3oc(-c4ccccc4)cc23)cc1
    17	-11
Cc1ccc(C(C)C)cc1-n1nnc(-c2cccc(Cc3ccc4ccccc4c3)c2)c1C(C)O (centres undefined)
    -6	-4
CC1(C(=O)NCc2ccccc2)CCC(=O)N1Cc1ccccc1F (centres undefined)
    -5	-1
CCc1ccc(C2C(C#N)=C(C)NC3=C2C(=O)CC(C)(C)C3)cc1 (centres undefined)
    .	0&-6
CCCCOc1ccc(C(=O)Nc2c3c(nn2-c2ccc(OC)cc2)CS(=O)C3)cc1 (centres undefined)
    20	-1
COc1cc(OC)c(OC)cc1CN1CCc2nc(Nc3ccccc3OC)ncc2C1
    4	-3
Cc1ccc(OCCN(C)C)c([N+](=O)[O-])c1
    -1	1
O=C(Oc1ccc2c(c1)OC(=CC1=Cc3ccccc3OC1)C2=O)c1ccco1
    36	-7
Cc1ccccc1CNC(=O)C1(C)CCCN(S(=O)(=O)c2ccccc2Cl)C1 (centres undefined)
    -5	1
CCOC(=O)C1C(=O)CC(C)(O)C(C(=O)OCC)C1c1ccc(C)cc1 (centres undefined)
    2	-4
CCN(C(=O)CN1C(=O)c2ccccc2C1=O)c1ccccc1
    98*	-1
O=C1C(=Cc2cn(-c3ccccc3)nc2-c2ccccc2)CCc2ccccc21
    .	2
CCC1=NN(C(=O)c2ccc(C)cc2)C(O)(c2ccc(Br)cc2)C1 (centres undefined)
    70*	20
Clc1ccc(CSc2ncccn2)c(Cl)c1
    -80	-9
O=C(NCc1cccs1)C1c2ccccc2Oc2ccccc21
    -5	2
N=c1c(C(=O)NCc2ccccc2)cc2c(=O)n3ccccc3nc2n1C1CCCC1
    -3	-4
CC(C)C(=O)N1CCC(Oc2ccccc2)CC1
    2	7
CCOCCCNC(=O)c1cn(C2CCCC2)c(=O)c2c1c1ccccc1n2C
    17	3
CCCCOc1ccc(N2C(=O)CC(NCc3ccc4c(c3)OCO4)C2=O)cc1 (centres undefined)
    8	-3
CNC(=O)c1ccc2c(c1)n(Cc1ccccc1)c(=O)c1ccnn12
    1	-27
COc1ccc(CC(=O)c2ccc(O)c(CN3CC(C)CC(C)C3)c2O)cc1OC (centres undefined)
    13	-7
COc1ccc(C(=O)Nc2cc(Cl)ccc2C)cc1OC
    -1	3
COc1ccc(C(=O)CSc2nncn2C)cc1OC
    2	-1
COC(=O)Nc1ccc(CC(=O)NCC(F)(F)F)cc1
    -8	0
COc1cccc(C2CC(c3ccccc3O)=NC3(CCNCC3)N2)c1O (centres undefined)
    37	-2
Cn1c(=O)c2cn(-c3ccccc3N)cc2n(C)c1=O
    -1&3	-5&0
CC1=C(C#N)C(c2cccs2)C(C#N)=C(C)N1
    .	26
O=S(=O)(c1ccc2nncn2c1)N(Cc1ccccc1F)c1ccc2c(c1)OCCO2
    3	-7
O=C(CN1CCN(C(=O)Nc2ccc(Cl)cc2)CC1=O)NCc1ccc(F)cc1
    4	-1
Cc1cc(C)nc(N2CCN(CC(=O)Nc3cccc(C(F)(F)F)c3)CC2)n1
    11	0
CCc1nc2c(NC(=O)Cc3cccc(C)c3)cccn2n1
    4	-8
COc1ccc(N2C(=O)CSC2c2ccc([N+](=O)[O-])cc2)c(OC)c1 (centres undefined)
    5	8
CCOC(=O)c1cc(C#N)c(=S)[nH]c1C
    .	3
Cc1cc(C)cc(NC(=O)CSc2cn(CCNC(=O)c3ccccc3F)c3ccccc23)c1
    9	3
COc1ccc(Oc2ccc([N+](=O)[O-])c3nonc23)cc1
    .	-10
O=C(Cn1cnc2ccccc21)c1ccc(Br)cc1
    8	-2
COc1ccc(NC(=O)N2CCC(c3nc(C(=O)N(C)C)c(C)o3)CC2)cc1F
    -1	-3
CSc1ccc(CNC(=O)CC2CCN(C(=O)C3CCCCC3)CC2)cc1
    1	-4
CCc1ccc(C2C(C#N)=C(N)OC3=C2C(=O)CC(C)(C)C3)cc1 (centres undefined)
    -1	-6
COc1cc(/C=C2\C(=O)NN(c3ccc(Cl)c(Cl)c3)C2=O)ccc1O
    34	-5
Cc1cc(C)n(CC2CCN(C(=O)c3c(F)cccc3Cl)CC2)n1
    -18	-8
COc1ccc2c(c1)CCc1sc(N=Cc3cccc(OC)c3O)nc1-2
    17	4
Cc1oc(C2CCN(C(=O)c3c(F)cccc3Cl)CC2)nc1C(=O)N1CCOCC1
    -9	-2
Cc1cc(Cl)ccc1NC(=O)C1CCCN(C(=O)c2ccccc2F)C1 (centres undefined)
    29	11
COc1cc(/C=C/C(=O)Nc2c3c(nn2-c2ccc(Cl)cc2)CSC3)cc(OC)c1OC
    34	-4
COc1cc(/C=c2\sc3nc(-c4ccccc4)nn3c2=O)cc(OC)c1OC
    -3	-2
O=C(N=S1CCN(c2sccc2[N+](=O)[O-])CC1)Nc1ccc(Cl)cc1Cl
    .	-27
O=C(Nc1ccc(Br)cn1)c1cccnc1
    -7	-14
CC(=O)c1ccc(Oc2ccc(C(C)=O)cc2)cc1
    -21	-6
CCOc1ccc(C2NC(=O)NC(C)=C2C(=O)Nc2cccc(Cl)c2)cc1 (centres undefined)
    16	-13
CC(=O)Oc1ccc2c(c1)OC(=Cc1ccc(Br)cc1)C2=O
    -6	-10
CCOC(=O)c1[nH]c(C)c(C(=O)NCCc2c[nH]c3ccccc23)c1C
    29	-2
CCOC(=O)c1scc2c1OCCO2
    -8	.
Cc1cccc(CNC(=O)c2c(C)sc3ncnc(N4CCCCC4)c23)c1
    -9	-4
Cc1cc(C2CCCN2C(=O)NC2CCCCC2)on1 (centres undefined)
    -6	-1
O=C(Cn1c(-c2ccccc2F)nc2ccccc2c1=O)Nc1ccc(F)cc1F
    -2	-5

Next section:
Values in the order: mHTT-CaM PPI inh	Pf apPOL inh
O=C1C(=Cc2cccnc2)Oc2cc(OCc3ccc([N+](=O)[O-])cc3)ccc21
    -3	-6
Cc1ccc(C(=O)N2CCc3c(c(-c4nc(-c5ccccc5F)no4)nn3C)C2)cc1C
    9	-6
O=C(NCc1cccc(F)c1)c1cc2n(n1)CCCN(Cc1ccc(Cl)cc1)C2=O
    17	-2
Cc1ccc(-c2nc3c(c(=O)n2CC(N)=O)CCN(Cc2ccccc2)C3)cc1
    39	-5
O=C(NC1CC1)c1cncc(N2CCCC2)c1
    7	3
CC(NNc1cc(C(F)(F)F)ccc1Cl)=C(C#N)C(N)=S
    .	49
Cc1cc(N2CCOCC2)nc2ccc(NC(=O)CCC(=O)Nc3ccc4c(c3)OCO4)cc12
    7	2
CC(=O)N1CCc2ccccc2C1C(=O)N1CCN(c2cccc(Cl)c2)CC1 (centres undefined)
    78*	-3
O=C(Nc1ccc2c(c1)CCC2)C1CCCN(c2nnc3ccccn23)C1 (centres undefined)
    20	0
O=C1S/C(=C\c2ccco2)C(=O)N1Cc1ccc(F)cc1
    5	-2
COc1ccc(N2C(C)=NS(=O)(=O)c3cccnc32)cc1F
    2	1
COc1ccccc1/C=C/c1nc2ccccc2n1C
    -23	-4
CC(C)CC1C(=O)N(Cc2cn(CCC3OCCO3)nn2)CCS(=O)(=O)N1Cc1ccc(-c2ccc(Cl)c(Cl)c2)cc1 (centres undefined)
    72*	-5
CC1CCCC(NC(=O)c2cc(S(=O)(=O)N3CCCCC3)ccc2F)C1C (centres undefined)
    0	-1
Cc1ncc(CO)c2cc(C(N)=O)c(=Nc3ccccc3F)oc12
    15	-1
O=[N+]([O-])C(Cl)=C1N(c2ccccc2)CCN1c1ccccc1
    2	7
Cc1ccc(S(=O)(=O)NCCN2CCNC2=O)cc1
    .	-2&9
COc1ccccc1C=C1Oc2c(CN3CCOCC3)c(O)cc(C)c2C1=O
    10	-3
COc1ccc2c(c1)sc(=NC(=O)c1ccc(S(=O)(=O)N3CCC(C)CC3)cc1)n2C
    -8	2
O=C(c1ccc(C(F)(F)F)s1)N1CCCN(c2nnc3ccccn23)CC1
    6	-5
COc1ccc(-n2c(SCCCN3C(=O)c4ccccc4C3=O)nnc2-c2ccncc2)cc1
    10	3
Cc1ccc(C2N=NNC2=S)c(C)c1 (centres undefined)
    .	4
COCCNC(=O)c1nc(C)n(C2CCN(C(C)=O)CC2)c1C
    -3	0
Cn1c(=O)[nH]c(=O)c2c1nc(Br)n2CC(O)COc1ccc([N+](=O)[O-])cc1 (centres undefined)
    0	4
CC(C)CC(=O)N1CCC2(C1)C(=O)N(C)c1ccccc12 (centres undefined)
    -1	-8
CC(C)NC(=O)c1cn2ccncc2n1
    0	2
COc1cccc(-c2cc(C(=O)N3CCN(c4ncccn4)CC3)c3ccccc3n2)c1
    22	-1
O=C(NCc1ccccc1)c1cccc(S(=O)(=O)N2CCCCC2)c1
    -6	-7
CCOc1ccc(C(=O)c2nc3c(n2O)CCCCC3)cc1
    5	1
CCOC(=O)c1ccc(N2CCOCC2)c(NS(=O)(=O)c2cc(Br)c(Cl)s2)c1
    .	-5
CCCN1CCN(C(=O)c2cc(-c3ccncc3)cn2C)CC1
    -2	-2
CS(=O)(=O)c1ccc(CN)cc1
    -7	.
O=C(O)C12CC3CC(C1)CC(n1cnc([N+](=O)[O-])n1)(C3)C2
    5	4
COc1ccc(C2=C/C(=C\c3ccc(C)o3)C(=O)O2)cc1
    45	6

From PubChem BioAssay
